PI5P4K alpha inh – blocks human PI5P4K alpha kinase activity | P48426 | PI5P4Kalpha enzyme, ADP-Glo luminescence, 60 min; stronger effect = lower value | max response, % | actives 1.2% (n = 330,000) | AID 652105; active means max response of -50% or lower; inconclusive means between -30% and -50%; inactive means -30% or higher; further: value at the top dose of about 77 µM; on the % scale 0 is the no-effect control and ±100 the full control effect
Target sequence (P48426 whole entry, looked up): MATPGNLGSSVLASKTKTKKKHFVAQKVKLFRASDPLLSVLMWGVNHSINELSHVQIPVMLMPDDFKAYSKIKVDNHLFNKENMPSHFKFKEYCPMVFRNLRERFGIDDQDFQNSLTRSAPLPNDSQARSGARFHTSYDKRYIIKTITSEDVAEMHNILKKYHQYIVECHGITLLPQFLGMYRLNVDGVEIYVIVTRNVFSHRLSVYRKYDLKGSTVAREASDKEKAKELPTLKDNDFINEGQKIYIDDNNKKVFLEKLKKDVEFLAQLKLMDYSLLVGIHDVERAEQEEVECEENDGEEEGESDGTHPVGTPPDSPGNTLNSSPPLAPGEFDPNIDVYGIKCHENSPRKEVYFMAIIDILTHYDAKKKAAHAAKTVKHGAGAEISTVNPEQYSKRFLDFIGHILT
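Reactions run in 0.038 M HEPES pH 7.4, 0.28 mM EGTA, 0.1% CHAPS and 5% DMSO, with PI5P4Kalpha, substrate, compound and 5 microM ATP final, one hour at room temperature. Readout is ADP-Glo luminescence.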
EPAC1 ag – agonists of human EPAC1; O95398; EPAC1 agonist qHTS, biochemical assay; response scale: 100% = response to 6.5 mM cAMP; Potency, µM (highest dose often 154 µM), inactives show at the top dose activation, most hits filed as activators; actives 0.073% (n = 360,000); further: potency means the concentration at half of the fitted maximal effect; nearly all actives have a fitted effect of over 60% in size
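Nucleotide exchange by EPAC1 (100 nM) on Rap1B–BODIPY-GDP (250 nM) in the presence of 50 uM GDP is tracked fluorescently at 480/540 nm over 30 min. Signals are normalized to a 6.5 mM cAMP control.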
EPAC1 antag – blocks human EPAC1 exchange factor; actives 0.14% (n = 360,000); Potency, µM (highest dose often 115 µM), inactives show top-dose activity change, negative = inhibition, actives largely listed as inhibitors; EPAC1 GEF assay, Rap1b-BODIPY-GDP exchange fluorescence; O95398; AID 720709;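 further: potency means the concentration at half of the fitted maximal effect; plate controls were vehicle for no effect and positive control for full effect; nearly all actives have a fitted effect of over 50% in size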
PLK1 PBD block – inhibitors of human PLK1 polo-box domain binding. Plk1 PBD binding of FITC phosphopeptide, fluorescence polarization. Potency, µM, for inactives: max response, negative = inhibition, hits mostly inhibitors. actives 2.8% (n = 360,000); further: potency means the concentration at half of the fitted maximal effect; series mostly up to about 57 µM; on the % scale 0 is the no-effect control and ±100 the full control effect; nearly all actives have a fitted effect of over 65% in size
Target sequence (P53350 whole entry, looked up, the tested form may be a part): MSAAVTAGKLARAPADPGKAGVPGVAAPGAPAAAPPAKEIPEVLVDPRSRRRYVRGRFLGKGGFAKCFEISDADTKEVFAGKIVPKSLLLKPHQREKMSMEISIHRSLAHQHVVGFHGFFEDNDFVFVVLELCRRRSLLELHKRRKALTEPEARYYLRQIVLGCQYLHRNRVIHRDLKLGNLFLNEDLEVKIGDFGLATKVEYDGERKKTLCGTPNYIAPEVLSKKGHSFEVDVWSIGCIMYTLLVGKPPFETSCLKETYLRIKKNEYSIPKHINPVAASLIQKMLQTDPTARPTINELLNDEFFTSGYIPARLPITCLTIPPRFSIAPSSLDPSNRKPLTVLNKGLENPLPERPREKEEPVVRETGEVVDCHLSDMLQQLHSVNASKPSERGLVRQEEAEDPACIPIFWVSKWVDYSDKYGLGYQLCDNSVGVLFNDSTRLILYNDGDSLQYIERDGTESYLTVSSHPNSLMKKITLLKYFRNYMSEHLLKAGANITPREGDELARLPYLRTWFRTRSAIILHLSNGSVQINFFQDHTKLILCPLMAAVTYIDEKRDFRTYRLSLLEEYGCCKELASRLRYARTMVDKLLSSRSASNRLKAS
FUS yeast rescue – rescues growth of FUS-expressing yeast. S. cerevisiae FUS-expressing, growth rescue, OD600, 24 h. Potency, µM (series often up to 76.6 µM), without a hit: at the top dose growth rescue (activation), actives largely listed as activators. actives 0.24% (n = 390,000). AID 1347120;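 further: potency means the concentration at half of the fitted maximal effect; plate controls were DMSO vehicle for no effect and reference control for full effect; nearly all actives have a fitted effect of over 55% in size; some results filed as inactive show a strong effect at the top dose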
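Cultures pregrown in 2.5% raffinose medium are shifted to minimal medium containing 2% galactose to express toxic FUS. Compounds are tested at several concentrations. After 24hr at 30C, growth is quantified at 600 nm absorbance.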
WRN inhibitor – blocks human WRN helicase. Q14191. WRN helicase unwinding, fluorescent forked duplex, kinetic. Potency, µM (top dose mostly 114 µM), for inactives: at the highest dose activity change, negative = inhibition, hits mostly inhibitors. actives 0.46% (n = 360,000). AID 651768; further: potency means the concentration at half of the fitted maximal effect; on the % scale 0 is the no-effect control and ±100 the full control effect; nearly all actives have a fitted effect of over 55% in size
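Fluorescence dequenching readout, ex 525 nm/em 598 nm, kinetic mode: forked duplex DNA (100 nM final) with adjacent fluorophore and quencher unwound by WRN (20 nM final) with 2 mM ATP. Compound preincubation 15 min, room temperature.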
Abeta yeast res – restores growth of yeast expressing A-beta42 peptide. actives 0.063% (n = 410,000). AID 1347071. Potency, µM (highest dose often 46.1 µM), for inactives: at the top dose growth rescue, usual class: activators. yeast expressing A-beta42, growth rescue, OD600, 48 h; response scale: 0% DMSO, 100% iron-clioquinol control; further: potency means the concentration at half of the fitted maximal effect; nearly all actives have a fitted effect of over 55% in size
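Growth rescue measured by 600 nm absorbance after 48 h yeast culture at 30 C with compound. Values normalized between DMSO and an equimolar ferric chloride plus clioquinol control.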
aSyn rescue – inhibitors of alpha-synuclein toxicity in yeast. Yeast expressing alpha-synuclein, growth rescue, BacTiter-Glo, 24 h. Potency, µM (series often up to 46.1 µM), for inactives: at the highest dose growth rescue (activation), usual class: activators. actives 0.14% (n = 370,000); further: potency means the concentration at half of the fitted maximal effect; % of control where 0% means no effect; nearly all actives have a fitted effect of over 65% in size
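Readout is rescue of growth in alpha-synuclein-expressing yeast, so inhibitors of toxicity appear as activators. Growth after 24 hr at 30 deg C in galactose medium is quantified by luminescence.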
IL2 activator – activators of IL-2 | actives 0.065% (n = 360,000) | activation, % (series mostly up to about 46 µM) | IL-2 activation reporter assay, cell-based qHTS; stimulated with anti-CD3/CD4/CD28 beads; in transgenic mouse T cells; in the data active means activation above about 50%; inconclusive means mostly about 30% to 49%; further: 0% is about no effect
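Unstimulated transgenic mouse T cells preincubated 60 min with compound, then stimulated with anti-CD3/anti-CD4-coated beads plus anti-CD28 for 18 h at 37 degrees C. IL-2 response read as EGFP and DsRed fluorescence by plate cytometry.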
* hit, by the source's call; ? = inconclusive; / = no result given; & = joins results of further samples; [ ] = dose if it differs, or a comment. Unless noted, the call rests on the fitted dose curve; in most records, active means well fitted curve in the direction sought with a large enough effect; inconclusive means small, poorly fitted or top-dose-only effect, or another doubt; inactive means no such curve, though single readings can be large; an effect the other way counts as inactive or inconclusive.

Below each SMILES: PI5P4K alpha inh | EPAC1 ag | EPAC1 antag | PLK1 PBD block | FUS yeast rescue | WRN inhibitor | Abeta yeast res | aSyn rescue | IL2 activator
Cn1c2c(c(=O)n(C)c1=O)CN(CCc1ccccc1)CN2
 : -6 | 6% | -8% | -3% | -27% | 8% | 1% | 0% | -0.7
O=c1cc(-c2ccccc2)nc(SCCOc2ccccc2Cl)[nH]1
 : 1 | -7% | -13% | -7% | -7% | 1% | -12% | -16% | -0.2
COc1ccc(N(Cc2cc3cccc(C)c3[nH]c2=O)S(C)(=O)=O)cc1
 : / | -2% | 6% | 1% | 7% | -1% | 18% | 3% | -0.1
CCc1c(C(=O)NNC(=S)NC2CCCCC2)csc1C
 : 6 | -11% | -27% | -22% | 20% | 18% | ? | -6% | -0.7
COc1cccc(-c2cnc3c(NC=O)cc(-c4ccccc4)cn23)c1
 : ? | 12% | -16% | -29% | 39% | -7%[57.1 µM] | -9% | -3% | -0.9
CCSc1nnc(NC(=O)CSc2nc(CC)nc3c2c(=O)n(C)c(=O)n3C)s1
 : 0 | -5% | -13% | 3% | -15% | 8% | 0% | 2% | -2.5
C=CCN(c1ccccc1)S(=O)(=O)c1cccc(C(=O)OCC(=O)NC2CC2)c1
 : 5 | -352%[inhibitor] | -16% | -21% | 24% | -5% | -13% | -8% | 1.9
COC(=O)c1sccc1-c1ccc(/C=N/OC(=O)c2ccccc2)o1
 : / | 16% | 2% | -8% | 12% | 1% | 1% | -3% | -2.2
COCCNS(=O)(=O)c1cc(OC)ccc1OC
 : -4 | -6% | -7% | -7% | -16% | -4% | -3% | -2% | 1.9
CC(C)NC(=O)C1CC(=O)N(CCc2ccc(F)cc2)C1 (stereo unspecified)
 : 3 | -8% | -3% | -10% | -51% | 4% | -3% | -2% | -2.3
COc1cccc(NC(=O)CN2CCc3ccccc3C2)c1
 : 1 | 3% | -2% | -13% | -5% | 6% | -23% | -10% | 0.1
Cc1ccc(Cl)c(OCC(=O)N(C)CC(=O)Nc2ccc(N3CCOCC3)cc2)c1
 : -7 | 2% | -7% | -3% | 12% | 0% | 1% | -3% | -3.8
O=C(c1ccccc1)N(Cc1ccc(F)cc1)C1CCS(=O)(=O)C1 (stereo unspecified)
 : / | 6% | -2% | -1% | -5% | -5% | 2% | 2% | -1.4
COc1ccc(C(=O)CC2OC(=O)c3c2ccc(OC)c3OC)cc1 (stereo unspecified)
 : 4 | -3% | -22% | -5% | 16% | 4% | -7% | -1% | 0.7
O=c1[nH]nc(Sc2ccccc2)c(=S)[nH]1
 : -19 | 6% | 8% | ? | 16% | 1% | 8% | 9% | 0.7

In a second layout: results already given.
Structure,PI5P4K alpha inh,EPAC1 ag,EPAC1 antag,PLK1 PBD block,FUS yeast rescue,WRN inhibitor,Abeta yeast res,aSyn rescue,IL2 activator
COc1cccc(NC(=O)CN2CCc3ccccc3C2)c1,1,3%,-2%,-13%,-5%,6%,-23%,-10%,0.1
CCSc1nnc(NC(=O)CSc2nc(CC)nc3c2c(=O)n(C)c(=O)n3C)s1,0,-5%,-13%,3%,-15%,8%,0%,2%,-2.5
COCCNS(=O)(=O)c1cc(OC)ccc1OC,-4,-6%,-7%,-7%,-16%,-4%,-3%,-2%,1.9
CCc1c(C(=O)NNC(=S)NC2CCCCC2)csc1C,6,-11%,-27%,-22%,20%,18%,?,-6%,-0.7

The listing continues:
Below each SMILES: PI5P4K alpha inh | EPAC1 ag | EPAC1 antag | PLK1 PBD block | FUS yeast rescue | WRN inhibitor | Abeta yeast res | aSyn rescue | IL2 activator
C=CCN1CCN(C(c2ccc(OC)c(OC)c2)c2nnnn2C(C)(C)C)CC1 (stereo unspecified)
 : -3 | -1% | 0% | -4% | / | -22% | -1% | 0% | -1.6
CCC(Sc1nc(=O)cc(N)n1CCc1ccccc1)C(=O)Nc1cc(C)on1 (stereo unspecified)
 : 1 | -4% | -20% | -6% | 14% | 8% | -5% | 2% | -2.6
COc1ccc(CCN(C)C(=O)c2cc(S(=O)(=O)N3CCCCCC3)ccc2OC)cc1OC
 : 0 | 1% | 6% | -9% | -3% | 2% | 16% | -2% | 0.7
CCC1(CC)C(=O)NC(=O)NC1=S
 : -3 | -4% | -1% | 2% | / | 9% | 0% | -6% | -3.3
Cc1ccccc1OCCCc1c(C)n[nH]c1C
 : -4 | -2% | -12% | 9% | 6% | -7% | 20% | 8% | -1.0
COc1ccccc1N(C)S(=O)(=O)c1ccc(C(=O)Nc2nc(C)cs2)cc1
 : 3 | 15% | 4% | -13% | 19% | -8% | 11% | 3% | -0.6
CCOc1ccc(NS(=O)(=O)c2c(C)nc3sc(CC)nn3c2=O)cc1
 : 0 | -2% | -5% | 1% | -3%&12% | 3% | 1%&13% | 0% | 3.4
O=C(c1cc(S(=O)(=O)N2CCOCC2)ccc1Cl)N1CCN(c2ccccn2)CC1
 : 10 | -2% | 4% | 4% | 12% | 3%[57.1 µM] | -4% | -1% | 0.4
COC(=O)CN(c1c(C)cccc1C)S(C)(=O)=O
 : / | -3% | 5% | 3% | 18% | -1% | 3% | -11% | -1.5
Cc1ccccc1-c1csc(C(O)c2ccc(F)cc2)n1 (stereo unspecified)
 : -1 | -18% | -9% | 0% | -12% | -4% | ? | 16% | 1.1
CC(=O)N(CCN(C)C)c1nc2cc3c(cc2s1)OCCO3
 : 1 | 6% | 0% | -3% | -7% | -10% | -6% | -3% | 1.1
CN(Cc1ccc(OC(F)F)cc1)C(=O)/C=C/c1ccc(S(=O)(=O)N2CCOCC2)cc1
 : -1 | 2% | -12% | 2% | ? | 3% | -18% | 15% | -0.8
O=C(O)CCN1C(=O)/C(=C\c2ccc(OCc3ccccc3)c(OCc3ccccc3)c2)SC1=S
 : 1 | 4% | 9% | -21% | 4% | 0% | -7% | 0% | 12
C=CCOc1c2ccc(C(=O)NCc3ccc(C)cc3)cc2nn1C
 : -3 | 15% | 6% | -5% | -17% | -8% | 19% | -1% | -1.2
NC(=O)CC(NC(=O)c1ccccc1)c1ccc(NCCCN2CCCC2=O)c([N+](=O)[O-])c1 (stereo unspecified)
 : -1 | -15% | -1% | 0% | -6% | -14% | -12% | -3% | 0.9

At a glance, three of the compounds above.
Below each SMILES: PI5P4K alpha inh | EPAC1 ag | EPAC1 antag | PLK1 PBD block | FUS yeast rescue | WRN inhibitor | Abeta yeast res | aSyn rescue | IL2 activator
C=CCN1CCN(C(c2ccc(OC)c(OC)c2)c2nnnn2C(C)(C)C)CC1 (stereo unspecified)
 : -3 | -1% | 0% | -4% | / | -22% | -1% | 0% | -1.6
CCC(Sc1nc(=O)cc(N)n1CCc1ccccc1)C(=O)Nc1cc(C)on1 (stereo unspecified)
 : 1 | -4% | -20% | -6% | 14% | 8% | -5% | 2% | -2.6
COc1ccc(CCN(C)C(=O)c2cc(S(=O)(=O)N3CCCCCC3)ccc2OC)cc1OC
 : 0 | 1% | 6% | -9% | -3% | 2% | 16% | -2% | 0.7

The list continues.
Below each SMILES: PI5P4K alpha inh | EPAC1 ag | EPAC1 antag | PLK1 PBD block | FUS yeast rescue | WRN inhibitor | Abeta yeast res | aSyn rescue | IL2 activator
C=CCN(C(=O)Cn1nnc2ccccc21)C(C(=O)NCCOC)c1ccc(OC)cc1OC (stereo unspecified)
 : 1 | 2% | -1% | -7% | 12% | -14% | -13% | -8% | -2.6
CCOC(=O)COn1c(=O)c(-c2ccc(C)cc2)[n+]([O-])c2ccccc21
 : 3 | -13% | -9% | -3% | -29% | 9% | -16% | 1% | 3.1
O=C(NNC(=O)c1cccc2ccccc12)c1cccc(Cl)c1
 : 1 | 5% | -15% | 0% | -8% | -22% | 5% | 1% | -0.4
O=[N+]([O-])c1cccnc1Oc1cc(Cl)c(Cl)cc1Cl
 : 13 | 6% | -11% | 17µM* | -3% | -14% | 12% | 0% | 6.8
Cn1c(NC2CCCCC2)c(N=O)c(=O)n(C)c1=O
 : 1 | 15% | -10% | -9% | 3% | -7% | -12% | -4% | -0.4
COc1ccc(/C=C2\NC(=S)N(CC3CCCO3)C2=O)c(OC)c1C (stereo unspecified)
 : / | 14% | -17% | -2% | 10% | -12% | 14% | -1% | 1.4
CCOC(=O)c1ccc(-c2ccc(CO)o2)cc1
 : -2 | 11% | -9% | -19% | 12% | -9% | -7% | -8% | -0.8
CCc1ccccc1NC(=S)NC1CC2CCC(C1)N2Cc1ccco1 (stereo unspecified)
 : / | 9% | -4% | ? | -10% | -11% | 16% | -8% | -2.5
CN(C)C(=S)SCC(=O)Nc1cccc(C(F)(F)F)c1
 : 1 | -2% | 5% | -6% | / | -1% | 8% | 15% | 0.8
CN(C)C(=O)CSc1nnc(NC(=O)CCc2ccccc2)s1
 : -4 | -5% | 6% | 3% | 10% | -7% | 8% | 5% | -0.6
COc1ccc(NC(=O)CCC(=O)Nc2nnc(C(F)(F)F)s2)c(OC)c1
 : / | -1% | 3% | -4% | 13% | 1% | 4% | 0% | 0.3
CC(=O)C1=C(c2ccc(Br)cc2)C(=O)c2ccccc2C1=O
 : -5 | 18% | -22% | -21% | 32% | ? | -84%[inhibitor] | -49%[inhibitor] | -1.2
COC(=O)c1cc(Br)c(=O)n(-c2ccc(OC)cc2)c1
 : 1 | 6% | -7% | -3% | 25% | -8% | 14% | 7% | -0.3
O=C(NCCNC1CCC(c2ccccc2)CC1)c1cccs1 (stereo unspecified)
 : 10 | 12% | -22% | -8% | 10% | -1% | -3% | 0% | 1.8
COc1ccc(CC(=O)OC(C)CN2CCCCC2)cc1 (stereo unspecified)
 : -6 | 0% | -21% | -24% | -9% | -7% | 0% | -2% | -1.8
Cn1cccc1/C=N/NC(=O)c1ccncc1
 : 10 | 5% | -5% | 0% | 11% | 3% | 11% | 0% | 0.3

Shown as a hit in PLK1 PBD block, of those listed so far:
molecule	PI5P4K alpha inh	EPAC1 antag	PLK1 PBD block	WRN inhibitor	IL2 activator
O=[N+]([O-])c1cccnc1Oc1cc(Cl)c(Cl)cc1Cl	13	-11%	17µM*	-14%	6.8
